KAT2A inh: GCN5L2 (KAT2A) acetyltransferase inhibition; Q92830; GCN5L2 HAT assay, ThioGlo1 CoA-SH fluorescence; Potency, µM (doses to about 58.9 µM), for inactives: at the top dose activity change, negative = inhibition, hits mostly inhibitors; actives 0.21% (n = 390,000)
Target sequence (Q92830 whole entry, looked up): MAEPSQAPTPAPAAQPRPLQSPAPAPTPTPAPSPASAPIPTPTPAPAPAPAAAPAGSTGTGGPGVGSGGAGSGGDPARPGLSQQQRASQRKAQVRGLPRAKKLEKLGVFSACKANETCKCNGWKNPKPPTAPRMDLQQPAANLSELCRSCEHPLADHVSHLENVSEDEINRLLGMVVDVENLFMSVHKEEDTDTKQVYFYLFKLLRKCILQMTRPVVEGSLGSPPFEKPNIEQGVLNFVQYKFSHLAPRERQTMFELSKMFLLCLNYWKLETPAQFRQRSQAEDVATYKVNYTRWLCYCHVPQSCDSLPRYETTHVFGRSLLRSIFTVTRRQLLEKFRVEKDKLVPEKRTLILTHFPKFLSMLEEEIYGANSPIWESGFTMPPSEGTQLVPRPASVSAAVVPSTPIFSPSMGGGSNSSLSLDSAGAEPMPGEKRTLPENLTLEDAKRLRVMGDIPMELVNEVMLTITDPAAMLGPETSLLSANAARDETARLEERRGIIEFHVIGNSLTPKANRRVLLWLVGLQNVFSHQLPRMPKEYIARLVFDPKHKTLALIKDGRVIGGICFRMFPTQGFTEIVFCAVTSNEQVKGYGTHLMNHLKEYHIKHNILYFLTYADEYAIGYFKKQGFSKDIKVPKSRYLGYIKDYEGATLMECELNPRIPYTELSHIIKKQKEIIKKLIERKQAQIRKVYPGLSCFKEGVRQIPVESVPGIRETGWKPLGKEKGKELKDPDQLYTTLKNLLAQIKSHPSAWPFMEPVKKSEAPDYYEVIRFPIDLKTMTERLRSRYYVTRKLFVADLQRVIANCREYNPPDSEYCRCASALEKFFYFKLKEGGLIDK
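ThioGlo1-coupled HAT assay: 20nM GCN5L2, 70uM acetyl-CoA, 75uM H3(1-25) peptide, pH 7.5. Fluorescence read at 340/540nm at start and after 20 min at room temperature.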
DT40 TDP1 CPT: growth inhibition of DT40 Tdp1-/-;hTDP1 cells with camptothecin (screen for TDP1 inhibitors). chicken DT40 Tdp1-/-;hTDP1 cells + 20 nM CPT, ATP luminescence, 48 h. Potency, µM (titrated, usually from 46.2 µM), inactives show at the top dose activity change, negative = growth inhibition, usual class: inhibitors. actives 12% (n = 420,000). AID 686979; note: nearly all actives have a fitted effect of over 55% in size
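Cell growth measured by CellTiter-Glo luminescence after a minimum 48 h, 37 C compound exposure with 20 nM CPT in Tdp1-knockout DT40 cells stably expressing hTDP1, seeded 400/well; qHTS titration format.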
DT40 TDP1 no CPT: qHTS for Inhibitors of human tyrosyl-DNA phosphodiesterase 1 (TDP1): qHTS in cells in absence of CPT | Potency, µM (highest dose often 46.2 µM), without a hit: at the top dose activity change, negative = growth inhibition, most hits filed as inhibitors | AID 686978, 2013 | DT40 Tdp1-/- hTDP1 cells, no CPT, ATP luminescence, 48 h | actives 15% (n = 420,000); note: nearly all actives have a fitted effect of over 55% in size
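Stably hTDP1-transfected Tdp1-null chicken DT40 cells were treated with library compounds minus camptothecin and grown for at least 48 hr at 37 °C, after which cellular ATP was quantified by luminescence.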
Starred values were filed as active, the others as inactive; u = inconclusive; x = no result given; [ ] = another dose, or the depositor's remark. Calls come from the whole dose curve; as a rule, active = well fitted curve in the direction sought with a large enough effect; inconclusive = small, poorly fitted or top-dose-only effect, or another doubt; inactive = no such curve, though single readings can be large; an effect the other way counts as inactive or inconclusive. % is set by controls: 0 for no effect and ±100 for the full control effect; potency is the fitted concentration of half-maximal effect.

Start of the listing, in advance, six compounds:
Order of results – KAT2A inh, DT40 TDP1 CPT, DT40 TDP1 no CPT
> CCn1c(CCC(=O)N(C)CC(=O)Nc2cccc(F)c2)nc2cc(S(=O)(=O)N(C)C)ccc21
    4%, -16%, -3%
> COc1cccc2cc(C(=O)NC3CC(C)(C)NC(C)(C)C3)c(=O)oc12
    x, 5%, 8%
> CC(=O)Nc1ccc(NC2CCCCC2NS(=O)(=O)c2ccc(Cl)cc2)cc1 (stereo not given)
    -4%, -9%, 15%
> O=C(N/N=C/c1oc(O)c2ccccc12)c1ccccc1
    -1%, -4%, -28%
> CCCCC(c1nnnn1CS(=O)(=O)c1ccc(C)cc1)N1CCN(c2ccccc2)CC1 (stereo not given)
    -9%, -9%, -24%
> O=C(c1nc2n(n1)C(c1ccc(Cl)cc1)C=C(c1ccccc1)N2)N1CCOCC1 (stereo not given)
    22µM*, u, u

Main list, from the first entry:
Order of results – KAT2A inh, DT40 TDP1 CPT, DT40 TDP1 no CPT
> CCn1c(CCC(=O)N(C)CC(=O)Nc2cccc(F)c2)nc2cc(S(=O)(=O)N(C)C)ccc21
    4%, -16%, -3%
> COc1cccc2cc(C(=O)NC3CC(C)(C)NC(C)(C)C3)c(=O)oc12
    x, 5%, 8%
> CC(=O)Nc1ccc(NC2CCCCC2NS(=O)(=O)c2ccc(Cl)cc2)cc1 (stereo not given)
    -4%, -9%, 15%
> O=C(N/N=C/c1oc(O)c2ccccc12)c1ccccc1
    -1%, -4%, -28%
> CCCCC(c1nnnn1CS(=O)(=O)c1ccc(C)cc1)N1CCN(c2ccccc2)CC1 (stereo not given)
    -9%, -9%, -24%
> O=C(c1nc2n(n1)C(c1ccc(Cl)cc1)C=C(c1ccccc1)N2)N1CCOCC1 (stereo not given)
    22µM*, u, u
> O=C(CN1CCCCCC1=O)N1CCN(S(=O)(=O)c2cccs2)CC1
    0%, -13%, 1%
> COc1ccc(C(NC(=O)C(C)(C)C)NC(=O)C(C)(C)C)cc1
    1%, 0%, -13%
> Nc1nc(SCC(=O)Nc2ccc3c(c2)OCO3)n[nH]1
    11%, -4%, -14%
> Cc1ccc(S(=O)(=O)N2CCCc3cc(NC(=O)c4ccc(F)c(F)c4)ccc32)cc1
    -19%, u, u
> COc1ccc(OC)c(NC(=O)c2cccnc2Sc2ccccc2)c1
    -2%, 12%, 9%
> C/C(=N\NC(=O)c1ccccc1)c1ccc(N2CCOCC2)cc1
    -5%, 5%, -2%
> Cc1ccc(Cl)cc1NC(=O)CNCC(c1ccccc1)N(C)C (stereo not given)
    -1%, 3%, -23%
> O=C(Nc1ccc(F)cc1)c1nc2c(nnn2Cc2cccc3ccccc23)c(=O)[nH]1
    -22%, u, 15µM*
> CCN1CCN(C(=O)Nc2cccc(C(F)(F)F)c2)CC1
    -7%, 3%, -1%
> Cc1cc(C(F)(F)F)c(C#N)c(SCC(=O)Nc2nc3cc(Br)ccc3s2)n1
    u, 4%, -26%
> Cc1cccc(NC(=O)NNC(=O)c2sccc2-n2cccc2)c1
    -6%, -20%, -11%
> CCOc1ccc(C(=O)N[C@H](C(=O)N2CCN(c3ncccn3)CC2)C(C)C)cc1
    x, u, u
> O=C(c1cnccn1)N1CCC2(CC1)CCN(c1ccncc1)CC2
    -6%, -4%, -28%
> CCNC(=O)C1(C)CCN(C(=O)c2ccc(F)cc2Cl)C1 (stereo not given)
    x, -22%, 13%

Further records follow.
Order of results – KAT2A inh, DT40 TDP1 CPT, DT40 TDP1 no CPT
> CN(Cc1ccccc1)C(=O)CN1C(=O)C2C3C=CC(C3)C2C1=O (stereo not given)
    -9%, -17%, 2%
> Cc1cccc(-c2oc3ccc(-c4ccc5c(c4)OCO5)cc3c2C(=O)OCc2ccc(O)cc2)c1
    1%, 16µM*, u
> Cc1cnc(NC(=O)C2CC(=O)N(c3ccc4c(c3)OCCO4)C2)s1 (stereo not given)
    -8%, -3%, -9%
> CC(C)(C)N=C1NN=C(c2ccc(Cl)cc2)CS1
    -3%, u, 18µM*
> CN(C(=O)c1ccc(NC(=O)Cc2cccc([N+](=O)[O-])c2)cc1)C1CC1
    -4%, -2%, -13%
> COc1ccc(C(=O)N2CCN(c3cccc(Cl)c3)CC2)cc1
    -2%, u, 16µM*
> COc1ccc(CN(C)C(C)C(=O)N(C)CC(=O)Nc2ccc(C)cc2)cc1F (stereo not given)
    -5%, -5%, u
> CC(/C=C1\SC(=S)N(C(C(=O)O)c2ccccc2)C1=O)=C\c1ccccc1 (stereo not given)
    u, 2%, 6%
> COC(=O)[C@]1(Cc2ccccc2)N[C@H](CN(C)C(=O)COc2ccccc2)[C@@H]2C(=O)N(C)C(=O)[C@@H]21
    -6%, -13%, -24%
> C#CCN(C[C@@H]1[C@@H](OC(=O)NCc2ccccc2F)[C@@H](OC(=O)NCc2ccccc2F)Cn2c(=O)n(CCCCCC)c(=O)n21)S(=O)(=O)c1ccc(C)cc1
    x, u, 12µM*
> COc1ccc(-c2ccc(OC)c([C@H]3[C@H]4C=CC[C@@H](C)[C@@H]4C(=O)N3Cc3ccccc3)c2)cc1C
    3%, u, 10µM*
> CC(=O)NCCNc1ncncc1-c1ccccc1C(F)(F)F
    -17%, 9%, 22%
> CCOc1ccc(C(=O)NC(=S)NC2CCCC2)cc1[N+](=O)[O-]
    1%, u, u
> CCOC(=O)C1CCCN(c2nc3ccccc3nc2C(C#N)C(=O)NCc2ccccc2)C1 (stereo not given)
    u, u, 9.2µM*
> O=C(Cn1ncc2c(=O)oc3ccccc3c21)NCCc1ccsc1
    -12%, -8%, u
> CCc1ccc(CNCc2c(C(=O)O)n(Cc3cccc(F)c3)c3cc(OC)ccc23)cc1
    -1%, 23µM*, 21µM*
> CCOC(=O)c1c(NC(=O)C2=COCCO2)sc2c1CCN(C(=O)OC)C2
    -5%, u, 18µM*
> CCCCn1c(SCC(=O)c2ccc(OC)cc2OC)nc2cc(S(N)(=O)=O)ccc21
    -16%, -53%, u
> CCCCC(CCCC)c1ccc(C=Nc2ccc(/C=C/c3ccnc4ccccc34)cc2)cc1
    x, 18µM*, 11µM*
> CCSc1nnc(NC(=O)c2cc(=O)c3cc(C)ccc3o2)s1
    0%, -3%, -2%

Further compounds follow:
Order of results – KAT2A inh, DT40 TDP1 CPT, DT40 TDP1 no CPT
> Cc1ccc(C(=O)Nc2cc3c(cc2N2CCCCC2)n(C)c(=O)n3C)cc1
    -4%, -29%, 1%
> CCNC(=O)c1sc(-c2ccccc2)nc1C
    -6%, -17%, -9%
> O=C(NC(=S)NN1CCCCC1c1cccnc1)c1ccc(Cl)cc1Cl (stereo not given)
    -1%, u, 26µM*
> CC(C)(C)N1C(=O)c2ccc(C(=O)Nc3ccc(-c4nc5ccccc5[nH]4)cc3)cc2C1=O
    4%, -14%, u
> CCN(CC)CCN1C(=O)C(=O)/C(=C(/O)c2c(C)[nH]c(C(=O)OC)c2C)C1c1ccc(C)o1 (stereo not given)
    -11%, 5%, -6%
> O=[S+]([O-])([O-])c1ccc2c(c1)cc([S+](=O)([O-])[O-])c1nn(-c3ccc(/C=C/c4ccc(-n5nc6c([S+](=O)([O-])[O-])cc7cc([S+](=O)([O-])[O-])ccc7c6n5)cc4[S+](=O)([O-])[O-])c([S+](=O)([O-])[O-])c3)nc12
    x, 9%, 0%
> O=C1CC(c2ccccc2)n2nc(NC(=O)c3ccccc3)nc2N1 (stereo not given)
    1%, -1%, 1%
> Cc1ccc(S(=O)(=O)N[C@H](C(=O)Oc2ccc3c(C(F)(F)F)cc(=O)oc3c2)c2ccccc2)cc1
    u, u, u
> COc1cc(-c2nnc(-c3cccs3)o2)cc(OC)c1OC
    u, u, u
> CC(C)=C(c1ccc(Cl)cc1)c1c(N)ncnc1N
    x, -13%, -23%
> CC(=O)c1c(C)[nH]c(C(=O)OCC(=O)Nc2cc(C(F)(F)F)ccc2N2CCOCC2)c1C
    -1%, u, u
> CCN(CC)CCNC(=O)c1ccc(NC(=O)Nc2cccc3ccccc23)cc1
    -4%, 12%, 9%
> COCc1c(C(=O)N2CCCC(C)C2)cnn1-c1nccc(-c2cc(C)sc2C)n1 (stereo not given)
    x, -7%, -27%
> COc1ccccc1N(CC(=O)Nc1ccc2c(c1)OCCO2)S(C)(=O)=O
    -1%, -5%, -6%
> Cc1ccc(S(=O)(=O)N2CCN=C2SCc2c(F)cccc2Cl)cc1
    -21%, u, 12µM*
> COc1ccc(Cc2noc(CN(C)CCN3CCc4ccccc4C3)n2)cc1OC
    -3%, u, u
> CC(=O)c1oc2ccccc2c1NC(=O)COC(=O)c1ccc(-n2nc(C)cc2C)cc1
    -4%, -6%, -11%
> COc1ccc2sc(N(CCN(C)C)C(=O)c3cc(Cl)sc3Cl)nc2c1
    -8%, -20%, -23%
> CCCOc1ccc(C(=O)OCC(=O)c2c(N)n(C)c(=O)n(C)c2=O)cc1OC
    -6%, 3%, -11%
> COc1cc(OC)c(NC(=O)CC(C)=O)cc1Cl
    3%, 3%, 6%

The list goes on.
SMILES	KAT2A inh	DT40 TDP1 CPT	DT40 TDP1 no CPT
Cc1cc(NC(=O)COC(=O)COc2ccc(C(=O)c3ccccc3)cc2)no1	-12%	1%	2%
Cc1noc(C)c1S(=O)(=O)N(CC(=O)N1CCCC1)c1ccc(C(C)C)cc1	-3%	u	u
CCOC(=O)c1ccc(Oc2cn[nH]c2-c2ccc(O)cc2O)cc1	-9%	-28%	-24%
CCn1cc(Cl)c(C(=O)Nc2cccc(C(F)(F)F)c2)n1	6%	31%[activator]	-2%
CCOc1ccc(S(=O)(=O)Nc2ccccc2C(=O)NCC2CCCO2)cc1 (stereo not given)	-3%	-3%	-3%
O=C(CN1CCN(c2ccc(F)cc2)CC1)N1CCC(Cc2ccccc2)CC1	-1%	u	u
Cc1ccc(C(=O)NCc2ccccn2)cc1NC1=NC2CS(=O)(=O)CC2S1 (stereo not given)	-4%	-2%	-5%
O=C(/C=C/c1ccco1)NC(=S)Nc1ccccc1N1CCCC1	-11%	u	21µM*
O=C(Oc1ccc2c(c1)C(=O)c1ccccc1CO2)c1ccccc1	-1%	-8%	-12%
OCC1O[C@@H](OC2C(O)C(CO)O[C@@]2(CO)O[C@@H]2OC(CO)C(O)C(O)C2O)C(O)C(O)C1O (stereo not given in full)	2%	-2%	-8%
COc1ccc(Cl)c(N2CCN(CCCNC(=O)Nc3ccc(C)cc3)CC2)c1	1%	u	u
COc1ccc(NC(=O)c2ccc3nccnc3c2)cc1	0%	u	u

Following part
SMILES	KAT2A inh	DT40 TDP1 CPT	DT40 TDP1 no CPT
c1ccc(C(c2ccccc2)N2CCN(Cc3nnnn3C3CCCCC3)CC2)cc1	-13%	u	21µM*
CCOC(=O)c1cnc2c(C)cc(Cl)cc2c1NCCc1ccc(OC)c(OC)c1	-8%	-27%	-24%
O=C(OCC(=O)N1CCN(c2ccccc2)CC1)c1cc(F)c(F)cc1Cl	x	-9%	-6%
COc1cc2cc(C(c3nnnn3C3CCCC3)N(C)C3CCCCC3)c(=O)[nH]c2cc1OC (stereo not given)	-7%	16µM*	25µM*
CCCC(C(=O)NC(C)(C)C)N(CC1CCCO1)C(=O)c1snc(C(N)=O)c1N (stereo not given)	-2%	18%	-4%
CSc1ccc(CNC(C)(C)CO)cc1	-2%	1%	3%
CNC(=O)[C@@H]1C[C@H]1[C@@H](NC(=O)OCc1ccccc1)c1ccccc1	-4%	3%	-2%
CCOC(=O)C(Sc1cc(C)nc(N)n1)C(C)=O (stereo not given)	-2%	-14%	0%
CCN1C2=C(C(=O)CCC2)C(c2ccc(O)cc2)C2=C1CCCC2=O	-2%	3%	-13%
O=C1C2C3CCC(C3)C2C(=O)N1c1ccc2ccccc2c1 (stereo not given)	-7%	-9%	9%
O=C1Nc2cc(C(=O)NCCN3CCCCCC3)ccc2S/C1=C/c1ccccc1F	x	7.3µM*	3.7µM*
CC(=O)c1cccc(-c2ccnc3c2CC(C(=O)NCC2CC2)O3)c1 (stereo not given)	x	23µM*	u

Further structures follow:
SMILES	KAT2A inh	DT40 TDP1 CPT	DT40 TDP1 no CPT
CCc1ccc(-c2nc(SCC(=O)NC3CC3)n[nH]2)cc1	4%	14%	-10%
Cc1cc(C)c(S(=O)(=O)NCCS(=O)(=O)N2CCN(c3ccccc3)CC2)c(C)c1	-12%	23µM*	18µM*
COC(=O)c1ccc(NC(=O)Nc2cccc(F)c2)cc1	-6%	u	u
Cc1nc2ccc(NC(=O)CCS(=O)(=O)c3ccc(Cl)cc3)cc2s1	2%	12µM*	15µM*
CC(C)(C)S(=O)(=O)c1cnc2c(-c3ccsc3)cnn2c1N	1%	-1%	u
S=C(NCCc1ccccc1)N/N=C/c1ccccc1Cl	-4%	u	u
CCCCc1oc2c(c(=O)c1C)C(=O)CC(c1ccccc1)C2 (stereo not given)	u	u	u
CC1=C(C(=O)OCC2CCCCC2)C(c2ccc(F)cc2)NC(=O)N1 (stereo not given)	-30%	u	u

Screening results (PubChem BioAssay)
